Assay outcomes deposited in PubChem BioAssay by several laboratories.
OPRM1-OPRD1 ag = OPRM1-OPRD1 heterodimerization agonism | cells, luminescence | activation, % at 9.3 µM | hit rate 0.3% among 340,000 | AID 504326; in the data active = activation above about 18%;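 also: 0% = vehicle-treated cells and 100% = reference agonist; values of inactives mirror those of a sister screen read the other way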
AddAB inh = less growth of phage-infected E. coli with AddAB. inhibition, % at 11.9 µM. E. coli expressing H. pylori AddAB, absorbance growth. hit rate 0.29% among 330,000; in the data active = inhibition above about 12%;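 also: 0% = vehicle wells of infected cells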
PKA-R1A activ = activates the PKA-R1A holoenzyme complex. AID 504707. P00514+P68181. activation, % at 11.4 µM. hit rate 0.083% among 340,000. PKA-R1A dissociation, Cy5-IP20 fluorescence polarization; scaled: DMSO 0%, 113 µM cGMP 100%;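 active = percent activation above the mean of all tested compounds plus 3 SD, cut at about 19% in these data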;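 also: higher means more PKAc released from R1A so a rise in polarization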
PfHsp90 set2 = reduces growth (ATP signal) of yeast expressing P. falciparum Hsp90; S. cerevisiae expressing PfHsp90, BacTiter-Glo ATP, 48 h; yeast lacking PDR1 and PDR3 efflux regulators; inhibition, % at 9.4 µM; hit rate 0.32% among 310,000;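 active = every replicate shows inhibition above about 80%, whatever the replicate mean, limit read from the data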;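 also: 0% = DMSO neutral controls and 100% = 20 µM radicicol positive controls; yeast relying on Plasmodium falciparum Hsp90 in place of its own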
HTR5A ag ctr = counter-screen for OPRM1-OPRD1 agonists: human HTR5A agonism; P47898; HTR5A agonist assay, luminescence, cell-based; activation, % at 9.3 µM; hit rate 0.61% among 340,000; AID 504692; in the data active = activation mostly above about 9.5%, no sharp cut-off; inactive = mostly below about 7.6%;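 also: 0% = cells with vehicle only and 100% = reference agonist; strong numbers were not always called active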
Target sequence (P47898 whole entry, looked up): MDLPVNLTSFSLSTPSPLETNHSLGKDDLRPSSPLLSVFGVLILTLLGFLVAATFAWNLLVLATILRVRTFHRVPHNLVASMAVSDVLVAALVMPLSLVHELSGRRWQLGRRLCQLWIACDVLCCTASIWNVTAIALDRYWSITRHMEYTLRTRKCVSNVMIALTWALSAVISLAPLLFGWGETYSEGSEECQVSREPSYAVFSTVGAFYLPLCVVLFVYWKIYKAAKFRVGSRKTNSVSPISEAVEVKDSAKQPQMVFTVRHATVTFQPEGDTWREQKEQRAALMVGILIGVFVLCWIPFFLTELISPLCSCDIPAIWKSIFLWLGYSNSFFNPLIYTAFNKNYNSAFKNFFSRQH
phage Ecoli inh = E. coli growth loss with phage present. growth absorbance. inhibition, % at 11.9 µM. hit rate 0.26% among 360,000; in the data active = inhibition above about 11%
SUMO Mot1 rescue = SUMOylation pathway inhibition by Mot1-301 growth rescue; hit rate 1% among 320,000; growth rescue, % at 18.8 µM; S. cerevisiae Mot1-301 growth rescue, ATP luminescence, 38.5C; percent above DMSO median, 100 means doubled; AID 2716;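 active = every valid replicate shows activation above 250% relative to neutral control wells; inactive = the rest, any valid replicate at or below 250%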;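 also: OY570 slx delta 5 strain wells were the positive control but not used for scaling; some compounds called inactive have numbers as strong as hits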
DSG3 Ab inh = human desmoglein-3 autoantibody binding inhibition | P32926 | binding (percent of control), % at 10 µM | hit rate 0.48% among 310,000 | DSG3-coupled beads, scFv-anti-DSG3-GFP binding, flow cytometry; active compounds read low;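 active = binding more than 3 SD below its plate's average and above zero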;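 also: hits lower antibody fragment binding to DSG3; some compounds called inactive have numbers as strong as hits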
E coli growth = bacterial growth inhibition, counter-screen for AddAB inhibitors | E. coli V3065 growth, OD600 absorbance, 18 h | hit rate 0.27% among 330,000 | inhibition, % at 11.9 µM;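 active = inhibition above the campaign's mean inhibition across all tested compounds plus 3 SD, cut at about 9.9% in these data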;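 also: uninfected addAB+ strain grown without phage in ampicillin broth; 0% = DMSO wells and 100% = ciprofloxacin 0.95 µg/ml wells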
HTR5A inv ag = counter-screen for OPRM1-OPRD1 inverse agonists: human HTR5A inverse agonism | P47898 | HTR5A cell line, luminescence | inhibition, % at 9.3 µM | hit rate 0.083% among 340,000 | AID 504634; in the data active = inhibition mostly above about 23%, no sharp cut-off; inactive = mostly below about 18%;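 also: 0% = cells with DMSO and 100% = no-cell wells with DMSO; some compounds called inactive have numbers as strong as hits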
MOR-DOR inv ag = inverse agonist of human OPRM1-OPRD1 heterodimerization | hit rate 0.21% among 340,000 | inhibition, % at 9.3 µM | P35372+P41143 | cell-based MOR-DOR heterodimer luminescence, inverse agonism; in the data active = inhibition above about 22%, passing the limit was not always enough;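 also: 0% = cells with DMSO and 100% = wells without cells with DMSO; values of inactives mirror those of a sister screen read the other way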
Active calls of the source: *; / = no result given. Hits appear at their usual frequency; 3.2% or so of the library scored in one or more.

SMILES	OPRM1-OPRD1 ag	AddAB inh	PKA-R1A activ	PfHsp90 set2	HTR5A ag ctr	phage Ecoli inh	SUMO Mot1 rescue	DSG3 Ab inh	E coli growth	HTR5A inv ag	MOR-DOR inv ag
O=C(O)c1ccc(NC(=O)c2cccc(NC(=O)c3cccs3)c2)cc1	-2.5	-1.6	-11	-9	-2	/	11	95	0.7	-1	13
CCOC(=O)c1c(N2C(=O)CC(Sc3ccccc3C(=O)O)C2=O)sc2c1CCCC2 (configuration not stated)	-0.5	-0.3	3	22	0	4.7	-33	102	-1.9	1	3
CC(=O)Nc1ccc(S(=O)(=O)N2CCN(S(=O)(=O)N3CCOCC3)CC2)cc1	0.0	1.6	9	-3	-1	2.0	-14	118	3.2	2	0
CC(=O)NS(=O)(=O)c1ccc(NC(=S)NC(=O)C(C)C)cc1	-3.3	5.1	1	27	-2	4.0	-5	109	-0.9	4	14
O=C(COc1ccc(S(=O)(=O)Nc2ccccc2)cc1)NCc1cccnc1	2.3	3.9	2	19	0	3.1	1	89	3.4	6	-14
COc1ccccc1C(=O)N/C(=C\c1ccc(Br)cc1)C(=O)NCCC(=O)O	-3.3	2.2	-7	-14	-1	3.8	2	95	-1.7	1	17
Cc1cc(NC(=O)c2ccc3nc(C)sc3c2)no1	0.6	3.1	6	-2	0	0.0	10	81	-0.1	15	-3
COc1ccc(CN(CCN(C)C)Cc2ccccc2)c(OC)c1	-0.2	1.4	-2	3	5	2.1	-14	78*	-1.0	-6	1
Cc1ccccc1C(=O)NCc1ccncc1	-3.4	2.4	1	-37	3	1.1	-23	108	-2.0	7	14
Cc1sc2ncn(CC(=O)N3CCN(c4ccc(F)cc4)CC3)c(=O)c2c1S(=O)(=O)N1CCOCC1	-1.1	1.3	8	8	-6	0.4	-11	/	-0.8	-5	7
CC(Sc1nc(N2CCCCC2)c2c(c1C#N)CCCC2)C(=O)O (configuration not stated)	-0.6	2.1	-2	11	9	1.0	5	99	2.5	-23	4
COc1ccccc1N(CC(=O)NC(C)C)S(=O)(=O)c1cccs1	-1.3	5.1	-4	-23	-1	2.5	1	99	1.6	27	7
O=C(Nc1ccc2c(c1)OCO2)c1cc(-c2ccc(O)cc2)on1	11	5.0	-14	-4	4	1.4	22	94	-1.6	-10	-64
COc1ccc(NC(=O)CN2CCCC2)cc1	-2.0	0.2	12	-5	8	0.2	-7	120	-1.3	-30	10
CN(CCOC(=O)C1c2ccccc2Oc2ccccc21)C(C)(C)C	-1.3	2.0	-8	/	8	/	-21	/	1.7	-20	8
CC1(C)CC(=O)C2=C(C1)N(c1ccc(F)cc1)C(=O)CC2c1ccsc1 (configuration not stated)	-2.5	0.7	9	7	1	0.1	36	99	0.1	-2	14
CC1(C)C(=O)C2(CCCCC2)C(=O)OC1c1cccs1 (configuration not stated)	5.4	2.4	5	4	-5	1.0	14	101	-2.4	13	-27
CC(NC(=O)CN1C(=O)NC(C)(c2cccc3ccccc23)C1=O)c1ccccc1 (configuration not stated)	-0.8	3.3	14	-10	0	0.4	-26	119	1.1	1	4
CCCCNc1c(C(=O)OCC)c(C)nc2c1cnn2CC	0.2	0.8	-6	2	5	3.0	-13	115	-0.1	-1	-1
COc1ccc2[nH]cc(C(=O)CN3CCCC(C)(C)C3)c2c1	-3.0	1.6	6	3	4	1.5	1	100	1.5	-15	15
CC(C)=CCCC1=CCC2C(=O)NNC(=O)C2C1 (configuration not stated)	-2.3	0.2	-7	1	-4	5.2	180	97	0.7	1	14
O=C(Nc1ccc2c(c1)CCC2)c1cccs1	-0.8	2.2	-2	1	3	0.9	56	103	0.8	-7	4
CCC1CCCCN1CCCNC(=O)c1cc2c(=O)[nH]c3ccccc3c2n1C (configuration not stated)	-2.5	-1.4	-3	15	0	4.3	8	105	-1.3	11	12
CC1CCCC(C(=O)O)N1C(=O)CCS (configuration not stated)	-2.4	2.6	6	-13	2	-1.1	/	104	0.0	0	14
CC1=C(C(=O)NC2CCCc3c2cnn3-c2cc(F)cc(F)c2)OCCO1 (configuration not stated)	-3.1	1.2	0	-14	5	2.2	18	111	1.3	-14	13
Cc1ccccc1-n1c(O)c(C=NC2CCS(=O)(=O)C2)c2ccccc2c1=O (configuration not stated)	-2.8	2.0	-4	3	0	2.4	-9	111	-0.8	0	15
O=C(c1ccc2c(c1)[nH]c(=S)n1c3ccccc3nc21)N1CCN(c2cccc(Cl)c2)CC1	-1.0	2.6	3	-18	3	2.9	-11	85	-2.0	-8	5
O=C(C1=C[C@@H](c2ccccc2)C[C@@H](OCc2ccc(CO)cc2)O1)N1CCN(Cc2ccc3c(c2)OCO3)CC1	1.6	3.9	2	-17	-1	0.2	12	107	2.1	-4	-9
CC(=O)c1ccc(-n2nnnc2SCC(=O)Nc2sc(C)c(C)c2C#N)cc1	-1.4	0.9	10	-2	0	1.8	-3	91	1.9	-1	10
COc1cccc(C=Nc2ccccc2C(=O)Nc2ccccc2)c1O	-1.4	0.0	-1	-14	3	1.3	2	101	1.0	-19	8
CO/N=C(\N)c1nonc1N	-1.4	-0.3	-6	3	-4	0.1	31	100	-3.0	-24	7
Cc1cc(Cl)ccc1OCC(=O)N/N=C/c1ccncc1	2.7	2.1	-3	-12	9	2.4	4	98	0.6	-27	-22
O=C(Nc1cc(S(=O)(=O)N2CCOCC2)ccc1N1CCOCC1)c1ccccc1[N+](=O)[O-]	-2.1	2.4	-4	-3	8	0.3	-4	/	2.3	-5	8
COc1ccc(Cc2nnc(SCC(=O)NC3CCCCC3)n2C)cc1	1.7	-0.8	3	-12	14	0.4	-10	94	-3.0	-37	-11
CCCS(=O)(=O)N1CCN(C(=O)c2cc(OC)cc(OC)c2)CC1	0.5	-0.1	-11	-50	1	0.8	64	104	-0.2	-2	-3
COc1ccc(Cl)cc1NC(=O)C(=O)N/N=C/c1cc(C)n(-c2ccc(C)cc2)c1C	-0.2	0.3	4	-13	4	1.6	-13	96	2.7	-9	1
COc1ccccc1OCCNC(=O)CN(c1cccc(C)c1)S(=O)(=O)c1ccccc1	-2.1	-1.2	-15	-10	6	3.0	6	110	1.2	-16	9
O=C(O)c1cccn1Cc1ccccc1F	-1.5	1.3	-1	/	4	0.2	-15	100	-1.1	15	7
Cc1ccc(CCNC(=O)c2cccc(NC3=NC4CS(=O)(=O)CC4S3)c2)cc1 (configuration not stated)	-3.6	1.2	3	17	-1	2.4	9	108	-0.6	-12	20
CCc1nnc(NC(=O)C2CCN(C(=O)c3ccco3)CC2)s1	0.5	5.2	12	-16	3	0.5	7	98	2.2	-8	-3

Profiles as entered above. Screens in order: OPRM1-OPRD1 ag | AddAB inh | PKA-R1A activ | PfHsp90 set2 | HTR5A ag ctr | phage Ecoli inh | SUMO Mot1 rescue | DSG3 Ab inh | E coli growth | HTR5A inv ag | MOR-DOR inv ag
O=C(C1=C[C@@H](c2ccccc2)C[C@@H](OCc2ccc(CO)cc2)O1)N1CCN(Cc2ccc3c(c2)OCO3)CC1 is listed with 1.6 | 3.9 | 2 | -17 | -1 | 0.2 | 12 | 107 | 2.1 | -4 | -9
O=C(Nc1ccc2c(c1)CCC2)c1cccs1 is listed with -0.8 | 2.2 | -2 | 1 | 3 | 0.9 | 56 | 103 | 0.8 | -7 | 4
Cc1ccccc1-n1c(O)c(C=NC2CCS(=O)(=O)C2)c2ccccc2c1=O (configuration not stated) is listed with -2.8 | 2.0 | -4 | 3 | 0 | 2.4 | -9 | 111 | -0.8 | 0 | 15

(list continues)
SMILES	OPRM1-OPRD1 ag	AddAB inh	PKA-R1A activ	PfHsp90 set2	HTR5A ag ctr	phage Ecoli inh	SUMO Mot1 rescue	DSG3 Ab inh	E coli growth	HTR5A inv ag	MOR-DOR inv ag
CCc1cccc(N(C)C(N)=Nc2cccc3ccccc23)c1	0.6	0.4	-7	28	8	4.9	10	/	-0.3	-29	-3
Cc1ccnc(SCC(=O)Nc2oc(-c3ccccc3)c(-c3ccccc3)c2C#N)n1	-2.1	0.4	-13	-9	1	-1.0	-13	112	-0.4	-5	9
COc1ccc(CCN2CC(C(=O)NCCc3ccccn3)CCC2=O)cc1 (configuration not stated)	0.6	0.4	-2	14	3	1.7	-28	99	0.0	11	-3
CN(C)C(=O)c1ccc(NC(=O)CN2C(=O)NC3(CCCc4ccccc43)C2=O)cc1 (configuration not stated)	-0.3	2.4	4	-6	-3	-0.7	1	105	1.9	0	2
C#CCOc1c(Cl)cc(/C=N/NC(N)=S)cc1OCC	0.0	1.0	-9	4	4	-0.2	-2	96	-1.0	-2	0
COc1ccc(OC)c(C(=O)N/N=C/c2ccccn2)c1	-3.0	3.3	-4	1	1	1.9	41	106	1.9	5	15
CCOC(=O)[C@@H]1[C@H]2COc3cc(OC)ccc3[C@@H]2N2C(=O)N(c3ccc(C(F)(F)F)cc3)C(=O)[C@@]12C	-0.7	1.8	7	-2	-4	3.4	22	102	0.7	-7	3
COCc1cc(C)n(CC(=O)Nc2c(C)cccc2C)c(=O)c1C#N	-1.1	1.7	3	-18	2	3.7	4	109	0.7	-2	8
C[C@H](CCC(=O)NCC(=O)O)[C@H]1CC[C@H]2C3[C@H](O)C[C@@H]4C[C@H](O)CC[C@]4(C)[C@H]3C[C@H](O)[C@]12C (some centres not stated)	-1.1	-2.9	-7	5	1	5.2	-5	95	-3.4	-4	6
CC(C)(C)c1nnc(NC(=O)c2cccnc2Cl)s1	-1.9	-1.5	7	-1	1	2.6	5	96	0.9	-2	10
CC(Oc1ccccc1)C(=O)N1CCN=C1SCc1ccccc1F (configuration not stated)	0.4	0.8	-3	-25	2	2.5	-9	102	-1.3	-7	-2
CCOc1ccc(N2C(=O)CC(NCCc3ccc(S(N)(=O)=O)cc3)C2=O)cc1 (configuration not stated)	-0.9	3.5	-9	11	2	3.0	12	/	1.3	-6	5
CCOC(=O)Nc1sc(NS(=O)(=O)c2ccc(C)cc2)nc1C	0.3	1.6	-7	4	3	1.9	-8	73*	-0.4	-8	-2
COC(=O)c1ccc(NC(=O)CSc2nnc(C3CC3)n2C)cc1	2.0	4.7	9	-15	2	0.0	-7	98	-0.6	-5	-13
Cc1ccc(S(=O)(=O)N2CCN(C(=O)COC(=O)Cc3ccc(F)cc3)CC2)c(C)c1	0.1	/	12	/	9	3.2	/	104	/	-26	-1
COc1ccc(/C(C)=N/NC(=O)CNC(=O)c2cccnc2)cc1	-2.7	-1.3	-2	1	-2	5.9	27	108	-1.4	9	13
CCNC(=O)/C(=C/c1ccco1)NC(=O)/C=C/c1ccccc1	-1.3	2.8	-4	/	3	-2.9	-14	107	-0.1	15	8
CC(CCc1ccccc1)NC(=O)C1CCCN(C(=O)c2cc3sccc3n2C)C1 (configuration not stated)	1.2	-0.1	0	14	3	2.0	-2	82	-1.6	-26	-7
O=C1OC(NC(=O)c2ccccc2)C(N2CCOCC2)=C1Cl (configuration not stated)	-2.1	1.9	0	6	-6	4.5	-7	95	0.9	16	11
S=c1[nH]nc2ccccn12	-2.3	/	-10	4	0	3.0	/	106	/	-1	11
COc1cc(C)nc(N(C)S(=O)(=O)c2ccccc2Cl)n1	1.1	3.6	-10	-23	3	-11	-18	97	0.2	7	-6
CC(O)CNCCCCOc1ccc(OCc2ccccc2)cc1 (configuration not stated)	-1.5	0.4	-1	/	-1	1.5	-7	116	0.1	35	7
